Assay outcomes as filed in PubChem BioAssay.
Insulin prom up = MIN6 insulin promoter up-regulation | z-score at 5 µM | MIN6 insulin promoter-GFP reporter, high-content imaging; stronger effect = higher value | AID 1625 | 0.3% of 190,000 active;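 active means z-score above 3 at 5 µM with at least 500 cells counted in the well; inconclusive means wells under 500 cells, flagged as cytotoxic or low count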
RSV antiviral HEp-2 = RSV antiviral activity via CPE protection, HEp-2 cells, primary 10 µM value included (AID 2391); HEp-2 cells, RSV-induced CPE inhibition; higher % means a stronger effect; CPE inhibition, % at 10 µM, or IC50 in µM where a hit was titrated; 0.13% of 310,000 active; in the data active means a potency from the dose series; inconclusive means CPE inhibition mostly from about 23% at the one dose, without a potency; inactive means the rest, 99 in 100 with CPE inhibition below about 21%; further: strong numbers were not always called active
PhoP inhibition = inhibitors of PhoP regulon expression, primary screen, Salmonella Typhimurium, GFP reporter (AID 1863); S. Typhimurium PhoP-regulated promoter GFP reporter, 4 h; higher % means a stronger effect; one-dose inhibition, % at 50 µM; IC50 in µM for titrated hits; 0.16% of 300,000 active;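 active means inhibition over 29.93%, a cutoff 3 SD above the screen mean, later confirmed by dose response; inconclusive means inhibition over 29.93% but no dose response follow-up; inactive means inhibition at most 29.93% or unconfirmed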;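 further: 0% = low Mg2+ inducing control and 100% = high Mg2+ repressing control; strong numbers were not always called active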
TNAP activation fold = stimulation of alkaline phosphatase TNAP activity – biochemical, luminescent, no phosphate acceptor, uHTS, primary screen (AID 1001); purified TNAP, luminescent activation assay, no phosphate acceptor; higher activation fold means a stronger effect; activation fold at 20 µM, or EC50 in µM where a hit was titrated; 0.03% of 200,000 active; in the data active means activation fold from about 3, or a potency from the dose series; inactive means the rest, 99 in 100 with activation fold below about 1.6; further: many of its hits are not listed in these tables
human PMI inhibitors = human PMI inhibitors, high substrate, primary screen, biochemical, fluorescence intensity, high mannose 6-phosphate (AID 1220); recombinant PMI enzyme, coupled fluorescence intensity; higher % means a stronger effect; one-dose inhibition, % at 20 µM; IC50 in µM for titrated hits; 0.66% of 190,000 active
CSM14.1 death rescue = rescue of cells from ER stress-induced death, primary screen, 384-well, CSM14.1, thapsigargin, ATP luminescence (AID 1222). 190,000 tested, under 10 active. cellular ATP content (survival), % at 20 µM; hits with a dose series show EC50 in µM. CSM14.1 thapsigargin-induced death rescue, ATP luminescence; higher % means a stronger effect;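 active means EC50 below 50 µM in the dose-response confirmation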;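 further: death triggered by thapsigargin at about 15 µM added after 2 h compound pretreatment; cell ATP read after overnight thapsigargin exposure of roughly 18 to 22 hours; normalized against plate controls of thapsigargin alone and 5% DMSO vehicle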
West Nile virus CPE = inhibition of WNV-induced cytopathic effect – cell-based, CPE readout (AID 1621); West Nile virus-infected cells, CPE inhibition; higher % means a stronger effect; CPE inhibition, % at 10 µM, or IC50 in µM where a hit was titrated; 0.02% of 290,000 active; in the data active means a potency from the dose series; inconclusive means CPE inhibition mostly from about 3.7% at the one dose, without a potency; inactive means the rest, 99 in 100 with CPE inhibition below about 2.2%; further: strong numbers were not always called active
SV40 large T antigen = SV40 large T antigen inhibitors, biochemical (AID 1903); SV40 large T antigen ATPase/helicase inhibition assay; higher % means a stronger effect; 0.39% of 310,000 active; inhibition, % at 20 µM; hits with a dose series show IC50 in µM; in the data active means a potency from the dose series; inconclusive means inhibition mostly from about 32% at the one dose, without a potency; inactive means the rest, 99 in 100 with inhibition below about 32%; further: strong numbers were not always called active
human PMI inhibition = inhibitors of human PMI, primary screen, biochemical, fluorescence intensity, coupled assay (AID 1209); one-dose inhibition, % at 20 µM; IC50 in µM for titrated hits; 0.42% of 190,000 active; purified PMI enzyme, coupled fluorescence intensity; higher % means a stronger effect;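 further: plate controls were DMSO vehicle for no effect and wells lacking substrate for full effect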
Insulin prom up cell count = also measured in Insulin prom up; calls as there; cell count; measured here: cytotoxicity, nuclei count;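 total cells summed across four imaged fields per well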
* marks the source's active call; other numbers are inactive results; ? = inconclusive; nt = not tested or not shown. Unless noted, no stated cut-off is given here; in the data, active means inhibition above about 50%; inactive means the rest. No enrichment for hits. About 1.5% of those tested had a hit in this group.

1) COc1ccccc1CN1CC(C(=O)N(C)CCCn2nc(C)cc2C)CCC1=O (centres undefined)
2) COC(=O)c1cc(OC)c(OC)cc1NC(=O)c1cccc(OC)c1OC
3) Cc1ccc(COc2ccc3c(c2)OCO3)cc1
4) CC(C)(C)c1ccc(C(=O)/C=C2\NC(=O)CS2)cc1
5) Nn1c(SCC(=O)NCCCc2ccccc2)nnc1-c1cccnc1
6) CN1C(=O)S/C(=C/c2ccc(OCc3cccc(C(=O)O)c3)cc2)C1=O
7) CCOc1cc(C(=O)NN=C2CCCC2)cc(OCC)c1OCC
8) CCCc1cc(=O)[nH]c(SCC(=O)N2CCCc3ccccc32)n1
9) N#CC(C#N)=Cc1c(N2CCN(c3ccccc3)CC2)nc2ccccn2c1=O
10) c1ccc2c(c1)nc(N1CCOCC1)c1ccccc12

assay / compound,1,2,3,4,5,6,7,8,9,10
Insulin prom up,nt,nt,nt,-0.46,0.11,nt,nt,nt,nt,-0.72
Insulin prom up cell count,nt,nt,nt,1537,1385,nt,nt,nt,nt,1247
RSV antiviral HEp-2,1.2%,-1.2%,-0.2%,4.7%,3.5%,2.6%,1.4%,-1.0%,2.9%,17%
PhoP inhibition,3%,-6%,4%,-6%,-8%,0%,2%,-5%,-1%,4%
TNAP activation fold,nt,1.1,nt,1,nt,nt,nt,1,nt,1.1
human PMI inhibitors,nt,13%,nt,-9%,nt,nt,nt,7%,nt,4%
CSM14.1 death rescue,nt,-0.6%,nt,-1.9%,nt,nt,nt,7.6%,nt,nt
West Nile virus CPE,-0.1%,-1.0%,-0.2%,0.5%,0.6%,0.6%,-0.6%,1.2%,-0.1%,0.0%
SV40 large T antigen,9%,1%,19%,4%,13%,7%,9%,26%,7%,1%
human PMI inhibition,nt,13%,nt,-13%,nt,nt,nt,8%,nt,8%

11) CC(=O)N[C@@H]1c2c(ccc3ccccc23)OC[C@@H]1COC(C)=O
12) CCc1cc(=O)n2[nH]c(-c3ccccc3)c(-c3ccccc3)c2n1
13) O=C(CC1C(=O)NC2CCCCC2N1C(=O)c1ccc([N+](=O)[O-])cc1)Nc1ccccc1 (centres undefined)
14) Cc1c(OCc2ccccc2)c(=O)ccn1Cc1ccc(F)cc1
15) COc1ccc(C(=O)NCC(=O)N=Nc2c(O)n(Cc3ccccc3)c3ccccc23)cc1OC
16) Cc1ccc(O)c(N=NC2=C(O)CC(C)(C)CC2=O)c1
17) COc1ccc(Nc2nc3ccccc3nc2NS(=O)(=O)c2ccc(NC(C)=O)cc2)cc1
18) O=c1[nH]c(C2CCCN(S(=O)(=O)c3ccccc3F)C2)nc2c1nnn2Cc1ccccc1Cl (centres undefined)
19) CCOC(=O)Nc1oc2ccccc2c(=O)c1CN1CCOCC1
20) Cc1ccc2nc(Cl)c3nnnn3c2c1

assay / compound,11,12,13,14,15,16,17,18,19,20
Insulin prom up,0.42,nt,-0.14,-0.15,-0.23,-0.13,-0.13,nt,-2,1
Insulin prom up cell count,1278,nt,1483,1251,1448,1211,1044,nt,1248,1213
RSV antiviral HEp-2,2.3%,7.3%,-0.5%,0.7%,2.0%,14%,2.2%,48µM*,-0.3%,4.0%
PhoP inhibition,-1%,-4%,9%,11%,5%,9%,-20%,5%,-5%,2%
TNAP activation fold,1.1,nt,1.1,1.1,1.1,0.8,nt,nt,1.1,1.1
human PMI inhibitors,2%,nt,4%,7%,4%,-2%,nt,nt,4%,-13%
CSM14.1 death rescue,0.3%,nt,-1.1%,-0.5%,-3.3%,-4.7%,nt,nt,1.0%,-2.3%
West Nile virus CPE,0.5%,0.3%,-0.1%,-1.0%,-0.8%,-0.8%,0.0%,-0.5%,0.3%,-1.1%
SV40 large T antigen,7%,6%,6%,8%,-2%,31%,13%,7%,5%,15%
human PMI inhibition,4%,nt,6%,7%,12%,9%,nt,nt,-2%,-16%

21) COc1ccc(NC2=C(C(C)=O)C(c3ccc(OC)c(OC)c3)C(C(C)=O)C(C)(O)C2)cc1 (centres undefined)
22) Cn1c(=O)c2[nH]c(CN3CCN(Cc4ccccc4)CC3)nc2n(C)c1=O
23) CCNC(=O)C1CCCc2c1[nH]c1ccc(Cl)cc21 (centres undefined)
24) Cc1c(C(=O)N(C)C(C)c2ccccn2)oc2c(F)cccc12 (centres undefined)
25) Cc1cc(NC(=O)c2ccccc2NS(=O)(=O)c2c(C)c(C)cc(C)c2C)no1
26) CN1C(=S)SC(C)(C)C1/[N+]([O-])=C/c1cccnc1 (centres undefined)
27) Cc1ccc(N/C(C(Cl)=C(Cl)Cl)=C(/Cl)[N+](=O)[O-])c(C)c1
28) CCOc1ccc(S(=O)(=O)N/N=C(\C)c2ccc(Cl)c(Cl)c2Cl)cc1
29) CC(=O)Nc1ccc(S(=O)(=O)NNC(=O)c2cc3c4ccccc4n(C)c3s2)cc1
30) CCCCc1nnc(NC(=O)C2=COCCO2)s1

assay / compound,21,22,23,24,25,26,27,28,29,30
Insulin prom up,nt,-0.06,nt,nt,0.53,-0.81,0.15,0.14,0.29,nt
Insulin prom up cell count,nt,1299,nt,nt,1175,813,1097,1398,1453,nt
RSV antiviral HEp-2,0.9%,1.5%,2.0%,3.1%,0.3%,1.1%,nt,?,7.4%,1.2%
PhoP inhibition,1%,13%,-7%,0%,2%,-10%,-12%,-10%,-7%,-3%
TNAP activation fold,1,1.1,1,nt,1.1,1,1.1,1.1,1.1,nt
human PMI inhibitors,12%,6%,-10%,nt,-11%,5%,-87%,-3%,0%,nt
CSM14.1 death rescue,-2.6%,3.3%,1.9%,nt,1.4%,1.2%,-2.3%,-0.8%,-1.1%,nt
West Nile virus CPE,-0.8%,0.0%,-0.6%,-0.3%,nt,0.0%,-1.4%,-0.1%,-0.5%,-0.5%
SV40 large T antigen,13%,-1%,7%,-12%,7%,6%,63%,15%,14%,6%
human PMI inhibition,-6%,10%,-9%,nt,-16%,6%,-33%,0%,10%,nt

31) Cc1cc(C)n2nc(C(=O)Nc3cccnc3)nc2n1
32) COc1cc(C(=S)N2CCN(c3ccccc3Cl)CC2)cc(O)c1O
33) N#Cc1c(NCCO)nc(NCc2ccccc2)c2c1CCN(Cc1ccccc1)C2
34) Cc1nn(CC(=O)Nc2c(F)c(F)cc(F)c2F)c(=O)c2cccn12
35) O=C(N/N=C/c1ccc(O)cc1)c1cc(C2CC2)[nH]n1
36) COC(=O)c1cc(OC)c(OC)cc1NC(=O)c1csc(C)c1
37) CCOCc1nnc(NC(=O)c2cc(OC)c(OC)cc2[N+](=O)[O-])s1
38) COCCNC(=O)CN(Cc1ccc(OC)cc1)C(=O)CCC(=O)Nc1nccs1
39) COc1ccc(C)cc1NC(=O)NC1CCCc2ccccc21 (centres undefined)
40) COc1ccc(C/C(C)=N/NS(=O)(=O)c2ccc(Br)cc2)cc1

assay / compound,31,32,33,34,35,36,37,38,39,40
Insulin prom up,0.19,0.11,-0.63,nt,nt,nt,0.21,nt,nt,nt
Insulin prom up cell count,1161,1561,1306,nt,nt,nt,1579,nt,nt,nt
RSV antiviral HEp-2,3.1%,5.2%,0.9%,0.9%,1.8%,7.2%,-0.2%,0.7%,4.1%,3.1%
PhoP inhibition,16%,-2%,-1%,-10%,-2%,0%,-8%,2%,-8%,-3%
TNAP activation fold,1,1,1.1,nt,nt,nt,1.1,nt,nt,1.1
human PMI inhibitors,-14%,14%,nt,nt,nt,nt,25%,nt,nt,-49%
CSM14.1 death rescue,-1.9%,-0.3%,-1.6%,nt,nt,nt,0.9%,nt,nt,-1.8%
West Nile virus CPE,0.4%,-0.3%,0.2%,0.8%,0.2%,-0.7%,0.1%,-0.1%,-0.9%,1.8%
SV40 large T antigen,-1%,?,3%,11%,?,27%,9%,3%,14%,18%
human PMI inhibition,-8%,68%*,nt,nt,nt,nt,1%,nt,nt,-69%

3 of the compounds above, with two lines to a compound.
Values run as follows: Insulin prom up | Insulin prom up cell count | RSV antiviral HEp-2 | PhoP inhibition | TNAP activation fold | human PMI inhibitors | CSM14.1 death rescue | West Nile virus CPE | SV40 large T antigen | human PMI inhibition
34) Cc1nn(CC(=O)Nc2c(F)c(F)cc(F)c2F)c(=O)c2cccn12
→ nt | nt | 0.9% | -10% | nt | nt | nt | 0.8% | 11% | nt
38) COCCNC(=O)CN(Cc1ccc(OC)cc1)C(=O)CCC(=O)Nc1nccs1
→ nt | nt | 0.7% | 2% | nt | nt | nt | -0.1% | 3% | nt
36) COC(=O)c1cc(OC)c(OC)cc1NC(=O)c1csc(C)c1
→ nt | nt | 7.2% | 0% | nt | nt | nt | -0.7% | 27% | nt

New compounds follow
41) Cc1ccc(S(=O)(=O)c2c(N)n(Cc3ccco3)c3nc4ccccc4nc23)cc1
42) O=C(Cc1nnc(NC(=O)Nc2ccc(F)cc2)s1)NCc1ccccc1
43) O=C(NCc1ccccc1)[C@@H]1CSC2c3ccccc3C(=O)N21 (some centres undefined)
44) CSc1ccc(C2(O)Cc3cccc[n+]3C2c2ccccc2)cc1 (centres undefined)
45) COc1ccc(C2CC3(CC(C)(C)NC(=O)N3)Oc3cc(O)ccc32)cc1 (centres undefined)
46) COc1ccc(-c2nnc(SCC(=O)O)n2C)cc1OC
47) Cc1cccc(C(=O)N2CC3(C)CC2CC(C)(C)C3)c1 (centres undefined)
48) N#Cc1ccsc1NC(=O)CN1CCN(Cc2ccccc2)CC1
49) CCC(C(=O)NCC1CCCO1)N(C(=O)c1snc(C(N)=O)c1N)c1ccc(Cl)cc1 (centres undefined)
50) Cc1nc(-c2ccncc2)sc1C(=O)Nc1ccc(Cl)cc1
51) O=C(Nc1ccccn1)C12CC3CC(CC(C3)C1)C2
52) CCc1ccc(NC(=O)CSc2nc3[nH]ncc3c(=O)[nH]2)cc1

assay / compound,41,42,43,44,45,46,47,48,49,50,51,52
Insulin prom up,-1.4,-0.16,1.6,0.45,0.06,-0.73,0.4,-1.3,nt,-0.19,0.34,1.3
Insulin prom up cell count,1479,1163,814,1038,1132,1487,1235,1303,nt,1514,994,1307
RSV antiviral HEp-2,15%,1.2%,1.4%,0.0%,2.6%,3.8%,1.2%,-2.2%,1.9%,-0.1%,nt,1.7%
PhoP inhibition,-2%,3%,7%,-2%,7%,-8%,-7%,5%,-5%,-6%,1%,-8%
TNAP activation fold,1.2,nt,1,nt,1,1.1,1.1,1,nt,1,1,1.5
human PMI inhibitors,-3%,nt,10%,nt,9%,-12%,12%,-10%,nt,6%,0%,-4%
CSM14.1 death rescue,0.1%,nt,-1.4%,nt,-0.9%,-0.8%,1.0%,1.7%,nt,0.5%,0.9%,1.5%
West Nile virus CPE,0.8%,-0.1%,-0.7%,0.4%,0.6%,0.1%,-1.2%,-0.2%,-0.3%,-0.5%,-0.3%,0.4%
SV40 large T antigen,29%,16%,-2%,3%,2%,4%,3%,24%,5%,10%,-9%,8%
human PMI inhibition,4%,nt,14%,nt,3%,-6%,9%,-9%,nt,8%,4%,0%
